Bioassay records as filed in PubChem BioAssay.
mIAP activ: activators of mouse IAP, primary screen, biochemical, luminescence, uHTS. muIAP, CDP-Star luminescence, 30 min; hits give high values; 1 = vehicle-only enzyme signal, 0 = enzyme-free wells. intestinal alkaline phosphatase [Mus musculus]. AID 2805, 2010. activation factor at 10 µM. 330,000 tested, 0.24% active;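 active = activation factor of at least 2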; note: the source names both 10 and 20 µM as test concentration; values of inactives mirror those of a sister screen read the other way
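also added = chemiluminescent substrate CDP-Star | test system = mouse IAP enzyme | signal = chemiluminescence readout | compound = DMSO-dissolved test compounds | incubation = 30 min at room temperature | benchmarks = DMSO wells, no-enzyme wells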
Apaf-1 inh: inhibitors of human Apaf-1 apoptosome, primary screen, biochemical, DEVD-Rh110 fluorescence, uHTS; Apoptotic protease-activating factor 1 (Homo sapiens), O14727; inhibition, % at 20 µM; 330,000 tested, 0.71% active; reconstituted apoptosome caspase-3 activity; AID 489030, 2010; active = inhibition of at least 40% at 20 µM;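 note: plate controls were DMSO wells for no effect and DEVD-CHO caspase inhibitor wells for full effect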
Target sequence (O14727 whole entry, looked up): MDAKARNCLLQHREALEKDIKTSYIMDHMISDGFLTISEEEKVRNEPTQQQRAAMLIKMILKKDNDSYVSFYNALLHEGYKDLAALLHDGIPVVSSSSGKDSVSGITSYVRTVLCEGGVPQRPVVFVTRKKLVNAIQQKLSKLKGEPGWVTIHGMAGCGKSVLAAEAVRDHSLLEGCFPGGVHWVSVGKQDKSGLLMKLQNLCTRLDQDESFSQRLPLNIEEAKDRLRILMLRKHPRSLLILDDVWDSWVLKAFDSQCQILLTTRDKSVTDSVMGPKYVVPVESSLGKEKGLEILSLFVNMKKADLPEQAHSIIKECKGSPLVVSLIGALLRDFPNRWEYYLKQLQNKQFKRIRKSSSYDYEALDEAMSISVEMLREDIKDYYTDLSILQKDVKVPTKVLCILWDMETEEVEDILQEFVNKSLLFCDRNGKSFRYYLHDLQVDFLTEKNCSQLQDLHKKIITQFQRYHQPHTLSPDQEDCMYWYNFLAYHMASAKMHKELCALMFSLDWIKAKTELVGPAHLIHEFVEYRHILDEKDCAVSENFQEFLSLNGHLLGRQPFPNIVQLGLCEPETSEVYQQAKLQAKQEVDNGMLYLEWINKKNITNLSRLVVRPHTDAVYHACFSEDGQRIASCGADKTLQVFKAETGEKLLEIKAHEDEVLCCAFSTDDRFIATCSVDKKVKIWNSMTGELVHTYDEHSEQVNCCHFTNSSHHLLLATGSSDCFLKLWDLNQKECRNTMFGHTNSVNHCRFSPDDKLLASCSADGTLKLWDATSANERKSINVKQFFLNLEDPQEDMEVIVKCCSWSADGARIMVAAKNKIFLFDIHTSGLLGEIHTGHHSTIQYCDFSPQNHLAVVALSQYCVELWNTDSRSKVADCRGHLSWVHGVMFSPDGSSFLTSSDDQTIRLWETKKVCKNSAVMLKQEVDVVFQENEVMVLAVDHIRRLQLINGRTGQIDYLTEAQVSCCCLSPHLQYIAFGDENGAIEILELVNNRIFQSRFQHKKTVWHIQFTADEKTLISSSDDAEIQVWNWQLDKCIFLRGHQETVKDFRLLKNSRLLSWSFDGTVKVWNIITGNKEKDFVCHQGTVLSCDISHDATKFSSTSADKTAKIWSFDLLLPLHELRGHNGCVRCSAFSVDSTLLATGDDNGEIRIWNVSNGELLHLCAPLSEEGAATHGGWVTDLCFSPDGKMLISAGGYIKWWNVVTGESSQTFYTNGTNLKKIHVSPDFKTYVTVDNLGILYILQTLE
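Medium: Hepes buffer, pH 7.5 / System: biochemical Apaf-1 apoptosome reconstitution / Measured by: Rh110 fluorescence, excitation 480 nm, emission 540 nm / Times: compound with Apaf-1, dATP, procaspase-3 30 min, then 50 min reaction, room temperature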
NALP3 yeast inh: NALP3 inflammasome inhibitors in reconstituted yeast, primary screen, luminescence, uHTS. Yeast reconstituted NLRP3/ASC/caspase-1, beta-gal luminescence, 24 h. inhibition, % at 10 µM. 330,000 tested, 0.39% active;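 active = inhibition of 50% or more; inactive = inhibition below 50%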;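 note: plate controls were induced DMSO wells for no effect and uninduced yeast grown without galactose for full effect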
hIAP activ: human IAP activators, primary screen, biochemical, luminescence, uHTS; Intestinal-type alkaline phosphatase (Homo sapiens), P09923; purified human IAP, CDP-Star luminescence, 30 min; hits give high values; 1 = vehicle-only enzyme, 0 = enzyme-free background; activation factor at 10 µM; 330,000 tested, 0.16% active;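 active = activation factor of the enzyme at least 2-fold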; note: the source names both 10 and 20 µM as test concentration; values of inactives mirror those of a sister screen read the other way
tim10-1 inh: growth inhibitors of tim10-1 mutant yeast, primary screen, luminescence, uHTS; S. cerevisiae tim10-1 ts strain growth, BacTiter-Glo, 24 h; inhibition, % at 20 µM; 330,000 tested, 2.2% active; AID 463190, 2010;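 active = inhibition of at least 40%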;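 note: mutant grown at 25 °C; 0% = DMSO wells with yeast and 100% = wells holding no yeast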
hIAP inh: human IAP inhibitors, primary screen, biochemical, luminescence, uHTS; Intestinal-type alkaline phosphatase (Homo sapiens), P09923; purified IAP, CDP-Star luminescence, 30 min; inhibition, % at 10 µM; 330,000 tested, 0.12% active; AID 2544, 2010;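 active = inhibition reaching a set limit with compound at 10 µM in the primary screen, cut at about 35% in these data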;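 note: plate controls were DMSO wells with enzyme for no effect and no-enzyme buffer wells for full effect; values of inactives mirror those of a sister screen read the other way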
ATG4B inhibitor: ATG4B protease inhibitors, primary screen, biochemical, fluorescence, uHTS | 340,000 tested, 0.51% active | Cysteine protease ATG4B (Homo sapiens), Q9Y4P1 | inhibition, % at 8.33 µM | ATG4B cleavage of LC3-PLA2, NBD-HPC fluorescence, 1 h; in the data active = inhibition above about 40%
mIAP inh: inhibitors of mouse IAP, primary screen, biochemical, luminescence, uHTS | intestinal alkaline phosphatase [Mus musculus] | purified mouse IAP, CDP-Star luminescence, 30 min | inhibition, % at 10 µM | 330,000 tested, 0.2% active;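 active = inhibition of at least 40% at 10 µM in the primary screen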;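 note: plate controls were DMSO with enzyme for no effect and no enzyme wells for full effect; values of inactives mirror those of a sister screen read the other way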
TIM10 inh: growth inhibitors of isogenic TIM10 control yeast, primary screen, counter-screen for tim10-1 yeast inhibitor project, luminescence, uHTS; S. cerevisiae TIM10 strain growth, BacTiter-Glo luminescence, 24 h; inhibition, % at 10 µM; 330,000 tested, 1.4% active; AID 463195, 2010;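 active = inhibition of 40% or more at the single tested concentration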;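 note: wild-type TIM10 isogenic control strain grown at permissive 25 °C; 0% = DMSO yeast wells and 100% = minimal medium wells without yeast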
* = called active by the depositor. Rows are unselected. About 4.5% of those tested had a hit in this group.

For CCCS(=O)(=O)N1CCC(C(=O)N2CCN(C(=O)OCC)CC2)CC1 the results were mIAP activ 0.91, Apaf-1 inh -6, NALP3 yeast inh 14, hIAP activ 0.86, tim10-1 inh -5, hIAP inh 14, ATG4B inhibitor -4, mIAP inh 10 and TIM10 inh 0.
Screening Cc1ccc(NC(=O)Cc2nc(COC(=O)Cc3cccc(C(F)(F)F)c3)cs2)cc1 returned mIAP activ 0.98, Apaf-1 inh 16, NALP3 yeast inh 22, hIAP activ 1.1, tim10-1 inh 2, hIAP inh -13, ATG4B inhibitor 8, mIAP inh 2 and TIM10 inh 11.
O=C(O)c1ccc(N/N=C/c2cc(Br)cs2)cc1 was read as mIAP activ 0.99, Apaf-1 inh -1, NALP3 yeast inh 11, hIAP activ 0.98, tim10-1 inh -20, hIAP inh 2, ATG4B inhibitor 3, mIAP inh 1 and TIM10 inh 10.
`CCOc1ccc(/C=N/n2c(SC)nnc(C(C)(C)C)c2=O)cc1` gave mIAP activ 1, Apaf-1 inh 7, NALP3 yeast inh 19, hIAP activ 1.1, tim10-1 inh 9, hIAP inh -15, ATG4B inhibitor -1, mIAP inh 0 and TIM10 inh 3.
`CC(=O)NCCc1nc2ccccc2n1Cc1cccc(C)c1` gave mIAP activ 1, Apaf-1 inh -2, NALP3 yeast inh 14, hIAP activ 0.91, tim10-1 inh -4, hIAP inh 9, ATG4B inhibitor 0, mIAP inh -3 and TIM10 inh 8.
O=C(COC(=O)Cc1cccc(C(F)(F)F)c1)NCC1CCCO1 (centres undefined) was read as mIAP activ 0.95, Apaf-1 inh -4, NALP3 yeast inh 5, hIAP activ 1, tim10-1 inh -6, hIAP inh 0, ATG4B inhibitor -9, mIAP inh 5 and TIM10 inh 3.
`CCC(=O)Nc1ccccc1C(=O)OCc1ccc(C(=O)c2ccccc2)cc1` gave mIAP activ 0.91, Apaf-1 inh 12, NALP3 yeast inh 12, hIAP activ 0.83, tim10-1 inh 23, hIAP inh 17, ATG4B inhibitor 16, mIAP inh 10 and TIM10 inh 15.
For COc1cccc(/C=C/C(=O)OCC(=O)Nc2ccc(Cl)c(S(=O)(=O)N(C)C)c2)c1 the results were mIAP activ 0.94, Apaf-1 inh 7, NALP3 yeast inh 10, hIAP activ 1.1, tim10-1 inh 14, hIAP inh -11, ATG4B inhibitor -20, mIAP inh 6 and TIM10 inh -8.
For Cn1ncc(Cl)c1C(=O)NCc1ccc2c(c1)OCO2 the results were mIAP activ 0.94, Apaf-1 inh -1, NALP3 yeast inh 15, hIAP activ 1.1, tim10-1 inh -23, hIAP inh -8, ATG4B inhibitor 3, mIAP inh 6 and TIM10 inh -3.
Screening CCCCC(=O)NC(c1ccccc1Cl)c1c(O)ccc2ccccc12 (centres undefined) returned mIAP activ 1, Apaf-1 inh 3, NALP3 yeast inh 11, hIAP activ 0.97, tim10-1 inh 23, hIAP inh 3, ATG4B inhibitor -7, mIAP inh -1 and TIM10 inh -3.
`CCN(C(=O)COC(=O)c1c2c(nc3ccccc13)/C(=C/c1ccccc1)CC(C)C2)C1CCS(=O)(=O)C1` (centres undefined) gave mIAP activ 0.88, Apaf-1 inh 29, NALP3 yeast inh 23, hIAP activ 0.87, tim10-1 inh 30, hIAP inh 13, ATG4B inhibitor -17, mIAP inh 12 and TIM10 inh 18.
For Cc1ccc(Cl)cc1N1CCN(C(CC(C)C)c2nnnn2CC2CCCO2)CC1 (centres undefined) the results were mIAP activ 1.1, Apaf-1 inh 16, NALP3 yeast inh 4, hIAP activ 1.1, tim10-1 inh 11, hIAP inh -14, ATG4B inhibitor 8, mIAP inh -9 and TIM10 inh 9.
For Cc1cc(C)c2nc(SCC(=O)NCC3CCCO3)c(C#N)cc2c1 (centres undefined) the results were mIAP activ 1.1, Apaf-1 inh -3, NALP3 yeast inh 19, hIAP activ 0.95, tim10-1 inh -17, hIAP inh 5, ATG4B inhibitor 0, mIAP inh -10 and TIM10 inh 5.
For O=C(COc1ccc([N+](=O)[O-])cc1Cl)N1CCc2ccccc21 the results were mIAP activ 1, Apaf-1 inh -7, NALP3 yeast inh -5, hIAP activ 0.92, tim10-1 inh 17, hIAP inh 8, ATG4B inhibitor -5, mIAP inh -1 and TIM10 inh 8.
N#CC1=C(N)OC2=C(C(=O)CCC2)C1c1ccncc1 (centres undefined) was read as mIAP activ 1, Apaf-1 inh 10, NALP3 yeast inh 7, hIAP activ 1, tim10-1 inh 10, hIAP inh -2, ATG4B inhibitor 5, mIAP inh -4 and TIM10 inh -31.
Cc1cccc(N2C(=O)/C(=C\c3ccc(OC(F)F)cc3)c3ccccc3C2=O)c1 was read as mIAP activ 0.98, Apaf-1 inh 17, NALP3 yeast inh -1, hIAP activ 0.98, tim10-1 inh 51*, hIAP inh 2, ATG4B inhibitor 34, mIAP inh 2 and TIM10 inh 34.
For CN(C)S(=O)(=O)N(CC(=O)Nc1ccccc1)c1ccccc1 the results were mIAP activ 0.98, Apaf-1 inh 1, NALP3 yeast inh 14, hIAP activ 1.2, tim10-1 inh 23, hIAP inh -23, ATG4B inhibitor 8, mIAP inh 2 and TIM10 inh 12.
O=C1N=C(N2CCCCC2)SC1=C1CCCC1 was read as mIAP activ 1, Apaf-1 inh -1, NALP3 yeast inh 13, hIAP activ 1.3, tim10-1 inh 15, hIAP inh -28, ATG4B inhibitor -1, mIAP inh -4 and TIM10 inh -17.
Cc1cc(C)c(NC(=O)CS(=O)CC(=O)NC2CCCc3ccccc32)c(C)c1 (centres undefined) was read as mIAP activ 1, Apaf-1 inh -4, NALP3 yeast inh -16, hIAP activ 0.95, tim10-1 inh 9, hIAP inh 5, ATG4B inhibitor -9, mIAP inh -1 and TIM10 inh 10.
`Oc1ccc(F)c2cccnc12` gave mIAP activ 0.96, Apaf-1 inh 0, NALP3 yeast inh 10, hIAP activ 1, tim10-1 inh 0, hIAP inh -2, ATG4B inhibitor 8, mIAP inh 4 and TIM10 inh 8.
Screening Cc1c(CC(=O)O)c(=O)oc2c(C)c(OCc3ccccc3)ccc12 returned mIAP activ 0.97, Apaf-1 inh 4, NALP3 yeast inh 19, hIAP activ 1, tim10-1 inh 15, hIAP inh -2, ATG4B inhibitor 1, mIAP inh 3 and TIM10 inh 9.
CN(C)C1=NC[C@H](Cc2ccccc2)N1CCCCc1ccccc1 was read as mIAP activ 1.1, Apaf-1 inh 11, NALP3 yeast inh 15, hIAP activ 1.1, tim10-1 inh 0, hIAP inh -5, ATG4B inhibitor -11, mIAP inh -8 and TIM10 inh -5.
For CC(=O)c1ccc(NC(=O)C(Cc2ccccc2)n2cccc2)cc1 (centres undefined) the results were mIAP activ 1, Apaf-1 inh 15, NALP3 yeast inh -2, hIAP activ 1.1, tim10-1 inh 20, hIAP inh -5, ATG4B inhibitor 4, mIAP inh -4 and TIM10 inh 39.
CC(=O)Cc1nsc(NC(=O)c2cc(-c3cccc(C(F)(F)F)c3)oc2C)n1 was read as mIAP activ 0.95, Apaf-1 inh 14, NALP3 yeast inh -2, hIAP activ 1.4, tim10-1 inh 29, hIAP inh -42, ATG4B inhibitor -1, mIAP inh 5 and TIM10 inh 12.
`Cn1c(-c2cc3ccccc3oc2=O)nc2ccccc21` gave mIAP activ 1.1, Apaf-1 inh -12, NALP3 yeast inh 22, hIAP activ 0.82, tim10-1 inh 7, hIAP inh 18, ATG4B inhibitor -3, mIAP inh -12 and TIM10 inh 7.
COc1ccc(S(=O)(=O)N[C@@H](Cc2ccccc2)C(=O)N2CC[C@@]3(O)CCCC[C@H]3C2)cc1 was read as mIAP activ 1, Apaf-1 inh -6, NALP3 yeast inh 21, hIAP activ 1, tim10-1 inh 4, hIAP inh -3, ATG4B inhibitor -4, mIAP inh -2 and TIM10 inh -3.
For Cc1cc(C)n2nc(CC(=O)NC3CCCCCC3)nc2n1 the results were mIAP activ 0.92, Apaf-1 inh -8, NALP3 yeast inh 17, hIAP activ 0.94, tim10-1 inh -1, hIAP inh 6, ATG4B inhibitor 3, mIAP inh 8 and TIM10 inh -6.
Screening O=C(O)CSc1ncccc1C(=O)O returned mIAP activ 1.1, Apaf-1 inh -4, NALP3 yeast inh 6, hIAP activ 1, tim10-1 inh -16, hIAP inh 0, ATG4B inhibitor -9, mIAP inh -10 and TIM10 inh -14.
NS(=O)(=O)c1cccc(NC(=O)c2ccc3nc[nH]c3c2)c1 was read as mIAP activ 0.85, Apaf-1 inh -8, NALP3 yeast inh 18, hIAP activ 1.1, tim10-1 inh -15, hIAP inh -9, ATG4B inhibitor -1, mIAP inh 15 and TIM10 inh 10.
For C/C(=N/NC(=O)CN1CCN(S(=O)(=O)c2ccc(Br)cc2)CC1)c1cccnc1 the results were mIAP activ 1, Apaf-1 inh -5, NALP3 yeast inh 13, hIAP activ 1, tim10-1 inh -5, hIAP inh -2, ATG4B inhibitor -6, mIAP inh -2 and TIM10 inh 0.

Quoted from the listing for reference:
Screening Cc1c(CC(=O)O)c(=O)oc2c(C)c(OCc3ccccc3)ccc12 returned mIAP activ 0.97, Apaf-1 inh 4, NALP3 yeast inh 19, hIAP activ 1, tim10-1 inh 15, hIAP inh -2, ATG4B inhibitor 1, mIAP inh 3 and TIM10 inh 9.
CN(C)C1=NC[C@H](Cc2ccccc2)N1CCCCc1ccccc1 was read as mIAP activ 1.1, Apaf-1 inh 11, NALP3 yeast inh 15, hIAP activ 1.1, tim10-1 inh 0, hIAP inh -5, ATG4B inhibitor -11, mIAP inh -8 and TIM10 inh -5.

The results go on.
O=C(NCc1ccc2c(c1)OCO2)C1CCCN(C(=O)c2ccc(Cl)cc2)C1 (centres undefined) was read as mIAP activ 1.1, Apaf-1 inh 1, NALP3 yeast inh 23, hIAP activ 0.9, tim10-1 inh 10, hIAP inh 10, ATG4B inhibitor -13, mIAP inh -12 and TIM10 inh 9.
`CC(=O)c1ccc(-c2nnc(CCC(=O)N(C)Cc3c(C)nc4ccccn34)o2)s1` gave mIAP activ 1.2, Apaf-1 inh -1, NALP3 yeast inh -24, hIAP activ 1.1, tim10-1 inh 14, hIAP inh -10, ATG4B inhibitor 24, mIAP inh -16 and TIM10 inh -5.
Screening O=C(N/N=C\c1cn[nH]c1-c1ccccc1)c1cccnc1 returned mIAP activ 1, Apaf-1 inh -24, NALP3 yeast inh 16, hIAP activ 0.8, tim10-1 inh 14, hIAP inh 20, ATG4B inhibitor 1, mIAP inh -2 and TIM10 inh 16.
Screening OCCN(Cc1ccccc1)Cc1ccc(C(F)(F)F)cc1 returned mIAP activ 1, Apaf-1 inh 20, NALP3 yeast inh 24, hIAP activ 0.96, tim10-1 inh 10, hIAP inh 4, ATG4B inhibitor -7, mIAP inh -5 and TIM10 inh 3.
For CCSc1nc2sc3c(c2c2[n+]1CC(CBr)O2)CCCC3 (centres undefined) the results were mIAP activ 1.1, Apaf-1 inh -4, NALP3 yeast inh 19, hIAP activ 1, tim10-1 inh -26, hIAP inh -1, ATG4B inhibitor -1, mIAP inh -8 and TIM10 inh -47.
